HTR1A agonist – human 5-HT1a receptor agonists, primary screen, cell-based, CHO, Ga15 NFAT-bla reporter; 5-hydroxytryptamine receptor 1A (Homo sapiens), P08908; activation, % at 10 µM; 0.56% of 65,000 active; CHO 5-HT1a Ga15 NFAT-bla reporter, FRET ratio; 0% basal, 100% maximal reference agonist;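 active = activation above the screen-wide mean activation plus 3 SD, cut at about 19% in these data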;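 also: 0% = DMSO wells and 100% = 5-CT at EC100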
Autofluor 339 – intrinsic fluorescence of library compounds, ex339/em460 – biochemical, MLSMR library, data from DPM-DC assay, artefact control, profiling panel; 5.5% of 65,000 active; fluorescence fold increase at 10 µM; AID 709, 2007; compound autofluorescence, ex339/em460 nm, NADH buffer; hits give high values; 1 = no-compound wells, NADH background;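 active = at 10 µM, mean starting fluorescence two-fold or more over control wells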;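 also: signal is the first read of a kinetic run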
A340 absorber – compound light absorbance at 340 nm, profiling panel, artefact control, biochemical, MLSMR library, data from PS, PMK, MK assays | compound absorbance at 340 nm, fold over control | fold change at 10 µM | 65,000 tested, under 10 active | AID 708, 2007;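 active = at 10 µM dose, initial 340 nm absorbance at least 2 fold that of control wells; inactive = change under 2 fold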;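 also: initial absorbance extrapolated from kinetic A340 decline of NADH oxidation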
MMP-13 inhibitor – human MMP13 inhibitors, primary screen, biochemical, FRET peptide cleavage; Collagenase 3 (Homo sapiens), P45452; MMP-13 fTHP FRET cleavage, Mca fluorescence; inhibition, % at 4 µM; 0.07% of 65,000 active;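 active = inhibition above the mean of compound-free control plate wells plus 3 SD, cut at about 14% in these data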;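 also: 0% = DMSO wells and 100% = wells with reference MMP-13 inhibitor after basal subtraction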
TNAP act DEA – human TNAP enzyme activators, primary screen, biochemical, luminescent, intermediate phosphate acceptor level; Alkaline phosphatase, tissue-nonspecific isozyme (Homo sapiens), P05186; purified TNAP, CDP-star luminescence, 100 mM DEA, 30 min; hits give high values; scale: 0 levamisole-inhibited, 1 vehicle-only enzyme; activation factor at 20 µM; 64,000 tested, under 10 active;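 active = activation factor of at least 2 at 20 µM, relative to controls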
Target sequence (P05186 whole entry, looked up): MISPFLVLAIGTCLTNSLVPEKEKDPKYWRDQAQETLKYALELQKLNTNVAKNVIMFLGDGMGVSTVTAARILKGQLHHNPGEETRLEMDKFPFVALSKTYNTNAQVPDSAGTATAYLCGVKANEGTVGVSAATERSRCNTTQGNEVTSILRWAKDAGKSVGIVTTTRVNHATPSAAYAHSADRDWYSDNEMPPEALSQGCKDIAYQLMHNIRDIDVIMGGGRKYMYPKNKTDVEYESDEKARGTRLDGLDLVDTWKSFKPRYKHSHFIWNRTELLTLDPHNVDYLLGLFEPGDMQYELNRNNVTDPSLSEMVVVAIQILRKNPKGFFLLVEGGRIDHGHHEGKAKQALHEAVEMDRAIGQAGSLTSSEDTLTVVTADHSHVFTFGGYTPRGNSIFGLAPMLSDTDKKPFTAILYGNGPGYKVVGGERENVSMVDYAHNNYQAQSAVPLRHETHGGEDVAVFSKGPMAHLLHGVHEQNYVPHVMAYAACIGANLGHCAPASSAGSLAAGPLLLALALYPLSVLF
SF-1 act – activators of human SF-1, primary screen, cell-based, CHO-K1, Gal4-SF-1 LBD, luciferase luminescence. CHO-K1 Gal4-SF-1 LBD luciferase reporter; % increase over DMSO SF-1-specific signal. Steroidogenic factor 1 (Homo sapiens), Q13285. AID 522, 2006. activation, % at 10 µM. 1.9% of 65,000 active;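 active = activation above the mean activation of all tested compounds plus 3 SD, cut at about 50% in these data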
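material = CHO-K1 cells with Gal4–hSF-1 LBD chimera plus Gal4-driven luciferase | compound = 10 µM single point, 1% DMSO | incubation = 20 h compound exposure at 37 °C after 1 h cell settling | measured by = SteadyLite luciferase luminescence | evaluation = percent activation relative to DMSO median and mock-transfected background | control set = DMSO negative control and −SF1 background wells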
NADH enzymes – inhibitors of PK/LDH coupling enzymes, profiling panel, artefact control, biochemical, MLSMR library | coupled PK/LDH NADH assays, four targets | IC50, µM (series often up to 10 µM), inactives show at the top dose inhibition | 0.02% of 65,000 active | AID 774, 2007;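 active = single-dose screening hits from any of four coupled enzyme assays that gave an IC50 when retested across doses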;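 also: the DPM-DC format reads NADH fluorescence rather than 340 nm absorbance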
RORa activator – activators of orphan receptor RORA, primary screen, cell-based, luminescence; Nuclear receptor ROR-alpha (Homo sapiens), P35398; CHO-K1 Gal4-RORA LBD luciferase reporter; percent increase over mock-subtracted basal signal; activation, % at 10 µM; 1.5% of 65,000 active;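 active = activation above the mean of all tested compounds plus 3 SD, cut at about 49% in these data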;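 also: 0% = DMSO-treated RORA cells and 100% = added signal equal to DMSO minus mock-transfected cells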
Target sequence (P35398 whole entry, looked up, the tested form may be a part): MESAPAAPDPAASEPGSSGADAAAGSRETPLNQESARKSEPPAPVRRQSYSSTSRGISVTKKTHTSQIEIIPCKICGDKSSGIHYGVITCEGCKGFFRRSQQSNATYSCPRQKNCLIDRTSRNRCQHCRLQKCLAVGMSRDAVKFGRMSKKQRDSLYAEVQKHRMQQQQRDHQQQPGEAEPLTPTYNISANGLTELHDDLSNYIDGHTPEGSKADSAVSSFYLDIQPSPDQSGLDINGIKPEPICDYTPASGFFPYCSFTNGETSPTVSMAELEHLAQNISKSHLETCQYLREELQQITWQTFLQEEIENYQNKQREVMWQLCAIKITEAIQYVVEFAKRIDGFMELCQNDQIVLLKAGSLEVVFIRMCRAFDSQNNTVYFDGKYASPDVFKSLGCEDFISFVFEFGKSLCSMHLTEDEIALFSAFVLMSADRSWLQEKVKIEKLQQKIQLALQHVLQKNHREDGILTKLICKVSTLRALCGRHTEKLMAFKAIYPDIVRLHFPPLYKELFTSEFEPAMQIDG
5HT1a antag – human 5-HT1a receptor antagonists, primary screen, cell-based, CHO, Ga15 NFAT-bla reporter | 5-hydroxytryptamine receptor 1A (Homo sapiens), P08908 | CHO 5-HT1a Ga15 NFAT-bla reporter, antagonist mode | inhibition, % at 10 µM | 0.68% of 62,000 active | AID 612, 2007;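 active = inhibition above the mean of all tested compounds plus 3 SD, cut at about 43% in these data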;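 also: receptor stimulated by 5-CT agonist at 100 nM near EC80; beta-lactamase reporter measured by ratiometric fluorescence of a cleavable substrate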
* marks the source's active call; other numbers are inactive results; . = not tested or not shown; [ ] = remark or other dose.

Under each structure – MMP-13 inhibitor | SF-1 act | NADH enzymes | TNAP act DEA | A340 absorber | 5HT1a antag | RORa activator | HTR1A agonist | Autofluor 339
O=C(NCCCn1ccnc1)c1cn(-c2ccccc2)nc1-c1ccc(F)cc1
    -1 | 5 | 4% | 1.2 | 0.99 | -12 | -4 | -0.9 | 1.2
Cc1ccc2c(c1)N(CCCC(=O)NCCCN1CCCC1=O)C(=O)CO2
    0 | -4 | 4% | 1.2 | 1 | -14 | -9 | -0.1 | 1
CCOc1ccccc1NC(=O)CSc1nnnn1-c1ccc(C(=O)OC)cc1
    -3 | -11 | 4% | 0.9 | 1 | -7 | -15 | 1.1 | 1.1
COc1ccc(C2NC(=O)c3n[nH]c(C)c32)c(OC)c1 (configuration not stated)
    4 | -13 | 5% | 0.9 | 1 | -11 | 2 | 1.5 | 1.1
Cc1cc(C)nc(/N=C(\N)C2=C(O)CC(C)(C)CC2=O)n1
    -15 | -1 | 3% | 0.9 | 1 | 2 | 37 | 0.1 | 1.1
CCOc1ccc(Br)cc1CC(=O)O
    6 | -6 | 2% | 1 | 1 | . | 10 | 0.4 | 1.1
Nc1ccc(S(=O)(=O)N2CCCC2)cc1
    1 | 14 | 6% | 0.9 | 1 | 11 | 2 | -5.1 | 1.1
Cn1c(SCC(=O)Nc2nc3c(s2)CCCC3)nnc1-c1ccccc1
    2 | -8 | 5% | 0.9 | 1 | -25 | 1 | -0.6 | 1.1
CC(=O)Nc1cccc(NC(=O)C2CCCN2C(=O)Nc2ccccc2C)c1 (configuration not stated)
    2 | 0 | 1% | 1 | 1 | -18 | 11 | -1.8 | 1.1
CCOC(=O)C(C)c1nc2ccccc2[nH]c1=O (configuration not stated)
    -20 | -6 | 7% | 0.9 | 1.1 | . | -23 | -1.8 | 1.6
COc1ccccc1CCNC(=O)C1CCCO1 (configuration not stated)
    5 | -12 | 10% | 0.8 | 1 | 0 | -11 | -0.7 | 1.1
N#Cc1c(NCCN)nc(NCc2ccccc2)c2c1CCN(Cc1ccccc1)C2
    -23 | 2 | 5% | 1 | 1.1 | . | 12 | -0.7 | 1.3
O=S(=O)(Nc1ncnc2sc3c(c12)CCC3)c1ccc(Cl)s1
    -6 | -3 | 3% | 0.8 | 1 | 8 | -7 | -3.4 | 1.2
CC(C)(C)NC(=O)NC(=O)COc1ccccc1C#N
    0 | 60* | 4% | 1 | 0.99 | 8 | 47 | -1.3 | 1.1
Cc1nc(N2CCC(C(N)=O)CC2)c2nnn(Cc3ccccc3)c2n1
    5 | -8 | 3% | 1 | 1 | 0 | 14 | 0.0 | 1.2

Three entries out of the list, ordered by molecular weight, highest first.
Under each structure – MMP-13 inhibitor | SF-1 act | NADH enzymes | TNAP act DEA | A340 absorber | 5HT1a antag | RORa activator | HTR1A agonist | Autofluor 339
N#Cc1c(NCCN)nc(NCc2ccccc2)c2c1CCN(Cc1ccccc1)C2
    -23 | 2 | 5% | 1 | 1.1 | . | 12 | -0.7 | 1.3
CC(=O)Nc1cccc(NC(=O)C2CCCN2C(=O)Nc2ccccc2C)c1 (configuration not stated)
    2 | 0 | 1% | 1 | 1 | -18 | 11 | -1.8 | 1.1
COc1ccc(C2NC(=O)c3n[nH]c(C)c32)c(OC)c1 (configuration not stated)
    4 | -13 | 5% | 0.9 | 1 | -11 | 2 | 1.5 | 1.1

(next part)
Under each structure – MMP-13 inhibitor | SF-1 act | NADH enzymes | TNAP act DEA | A340 absorber | 5HT1a antag | RORa activator | HTR1A agonist | Autofluor 339
COc1ccc(N2CCN(C(=O)Cn3nnc(-c4ccc(OC)c(OC)c4)n3)CC2)cc1
    2 | -19 | 2% | 0.9 | 1 | -13 | 6 | 2.1 | 1.1
CN(CCCNC(=O)C1CCCN(S(=O)(=O)c2cnc[nH]2)C1)c1ccccc1 (configuration not stated)
    3 | -2 | 2% | 0.8 | 1.1 | 7 | -19 | -4.2 | 1.1
Cn1c2ccccc2c2c(C(=O)N3CCN(c4ccccc4)CC3)cn(C3CCCC3)c(=O)c21
    -6 | -11 | 7% | 1.1 | 1.1 | -8 | -2 | -1.3 | 1.4
Cn1c(SCC(=O)c2cc3ccccc3o2)nnc1-c1ccccc1
    0 | 4 | 4% | 0.8 | 1 | 13 | 16 | -2.8 | 1
CCCCOC(=O)Cc1c(O)c2ccccc2[nH]c1=O
    -13 | 4 | 5% | 1 | 1 | -4 | -19 | -0.9 | 1.2
COc1cccc(C2C(C(=O)c3cc4cccc(OC)c4o3)=C(O)C(=O)N2c2cc(C)on2)c1OC (configuration not stated)
    2 | 8 | 6% | 0.9 | 1.1 | -3 | 3 | -1.2 | 1.1
Cc1ccc(-c2nc3ncccn3c2NC(=O)C2CC2)cc1
    -64[fluorescence artefact?] | 4 | 3%[fluoresces] | 0.9 | 1.1 | -330 | 2 | -3.1 | 5*
CCCC(=O)Nc1cc(-c2nn(C)c(=O)c3ccccc23)ccc1N1CCCCC1
    1 | 6 | 1% | 0.9 | 1.1 | 13 | -3 | -0.9 | 1.5
COc1ccc(S(=O)(=O)N2CCN(Cc3cccc(Cl)c3)CC2)cc1
    1 | 7 | 1% | 0.9 | 1 | 5 | -11 | -4.7 | 1.1
COC(=O)C1=CN(C2CC2)C=C(C(=O)OC)C1c1ccc(C(=O)OC)cc1
    -204[fluorescence artefact?] | 17 | 2%[fluoresces] | 1.2 | 1.1 | -5 | -9 | 18 | 2.1*
CCOC(=O)C1CCCN(C(=O)c2ccc(OCC)cc2)C1 (configuration not stated)
    0 | -6 | 12% | 1 | 0.94 | -4 | 16 | 0.3 | 1.1
N#Cc1c(-c2ccco2)nc(NCC2CCCO2)[nH]c1=O (configuration not stated)
    1 | -12 | 9% | 0.9 | 1.1 | -4 | -2 | 1.5 | 1.1
COc1ccc2nc(NC(=O)C3CCCN(S(=O)(=O)c4c(C)noc4C)C3)sc2c1 (configuration not stated)
    8 | 9 | 1% | 0.9 | 1 | 2 | -6 | -2.3 | 1.1
COc1cc2c(cc1OC)CN(C(=O)c1cc(S(=O)(=O)N3CCOCC3)ccc1Cl)CC2
    -4 | 7 | 6% | 0.9 | 1 | 1 | -1 | -1.7 | 1.1
COc1ccc(Cn2c(=O)[nH]c3cc(C(=O)NCCCN4CCCCC4)ccc3c2=O)cc1
    2 | -19 | 0% | 0.9 | 1 | 16 | -18 | -1.2 | 1.2
CC(C)(C)c1csc(NC(=O)c2cccs2)n1
    2 | 46 | 2% | 0.9 | 1.1 | 0 | 38 | -3.1 | 1.2
Fc1ccccc1N1CCN(c2ncnc3[nH]ncc23)CC1
    -4 | -9 | 7% | 1.2 | 0.96 | -8 | -20 | 310* | 1
Cc1cc(=O)[nH]c(SCC(=O)N2CCC(C(N)=O)CC2)n1
    5 | 3 | 2% | 1 | 1 | -8 | -2 | -0.4 | 1
CC(=O)OCC(=O)[C@H]1CC[C@H]2[C@@H]3CC=C4C[C@@H](O)CC[C@]4(C)[C@H]3CC[C@]12C
    -3 | -14 | 2% | 0.8 | 0.98 | . | -9 | 1.1 | 1
C[C@H](NC(=O)Nc1ccccc1F)C(=O)O
    4 | -18 | 3% | 1 | 1 | -8 | -8 | -0.8 | 1
CCSc1ccccc1C(=O)N1CCN(Cc2ccc3c(c2)OCO3)CC1
    1 | -5 | 7% | 1 | 0.98 | 20 | -19 | -4.6 | 1.1
CCOC(=O)c1c(CN2CCCCC2)n(C)c2cc(Br)c(OC)cc12
    -1 | -4 | 8% | 0.9 | 0.95 | 5 | 17 | -0.8 | 1.1
COCCn1nnnc1SCC(=O)N1CCCCC1
    0 | 12 | 2% | 1 | 1 | 7 | -6 | -0.7 | 1
CCOC(=O)C(NC(=O)Nc1ncccn1)(Oc1ccccc1)C(F)(F)F (configuration not stated)
    0 | 5 | 6% | 0.9 | 1 | -3 | 9 | -2.2 | 1.1
COc1ccc(C(=O)/C=C/Nc2cccc(C)n2)cc1OC
    -18 | 88* | 3% | 0.9 | 1.1 | . | 13 | 2.3 | 1.5
c1ccc2c(c1)CCN(c1ncnc3c1[nH]c1ccccc13)C2
    -55 | -86 | 1% | 1 | 1.1 | . | -89 | 1.5 | 1.6
CSc1nsc(SCC(=O)N2CCc3ccccc32)n1
    0 | -5 | 5% | 0.9 | 1 | 19 | -2 | -1.1 | 1.1
CC(C)Cc1cc(-c2ccco2)c(C#N)c(N)n1
    -77[fluorescence artefact?] | 0 | 9%[fluoresces] | 0.9 | 1.1 | 1 | -5 | 2.2 | 2.2*
CCN(c1ccccc1)S(=O)(=O)c1ccc(C(=O)Nc2nnc(COC)o2)cc1
    4 | -14 | 7% | 0.9 | 0.99 | -2 | -7 | -1.6 | 1
CCC(=O)Nc1cccc(NC(=O)c2ccc3c(c2)OCCO3)c1
    2 | 39 | 5% | 0.9 | 1 | 7 | 26 | -2.6 | 1.1
Cc1ccc(NC(=O)c2ccc3ccccc3n2)nc1
    5 | 33 | 4% | 0.9 | 1 | 24 | 23 | -5.2 | 1.1
CCOC(=O)c1c(-c2ccccc2)nnn1-c1nc(OCC)nc(N2CCCCC2)n1
    -5 | 10 | 7% | 0.9 | 0.98 | -1 | 35 | 2.5 | 1
OC1(c2ccccc2F)CCN(Cc2nnc(-c3ccccc3)o2)CC1
    9 | 14 | 8% | 0.8 | 0.98 | 9 | 10 | -4.0 | 1.1
N#Cc1nc(COc2ccc(-c3ccccc3)cc2)oc1NCCCN1CCOCC1
    5 | 7 | 2% | 0.9 | 1 | 9 | -5 | -3.5 | 1.1
COc1ccccc1CNC(=O)N[C@@H](Cc1ccccc1)C(=O)O
    -3 | -5 | 3% | 0.9 | 1 | 12 | 0 | 1.7 | 1
CCOC(=O)C(C)Sc1nnc(-c2c[nH]c3ccccc23)n1C (configuration not stated)
    2 | 14 | 4% | 0.9 | 1.1 | 13 | -15 | -3.8 | 1.1
N#CC1=C(SCC(=O)NCc2ccccc2)NC(=O)CC1c1ccco1 (configuration not stated)
    4 | 1 | 4% | . | 1 | 5 | -5 | -5.8 | 1.2
CCN1C(=O)C2C(c3ccccc3F)NC(Cc3ccc(O)cc3)(C(=O)OC)C2C1=O (configuration not stated)
    0 | 9 | 7% | 0.9 | 0.98 | -17 | 7 | -0.9 | 1.1
CCOC(=O)c1[nH]c(C)c(C(=O)Nc2ccc(Cl)cc2)c1C
    8 | 24 | 4% | 0.9 | 0.99 | 22 | 6 | -2.8 | 1
CCCn1cnc2cc(NCc3ccccn3)ccc21
    -4 | 44 | 2% | 0.9 | 1.1 | 11 | 16 | -2.5 | 1.2
O=C(O)CNC(=O)CC12CC3CC(CC(C3)C1)C2
    3 | -5 | 4% | 1 | 1 | -8 | 8 | -4.0 | 1.1
O=C(CSc1ccccn1)c1ccc2c(c1)OCO2
    2 | 61* | 5% | 0.9 | 1.1 | 1 | 9 | -0.5 | 1.1
